LYPLA2 inh: LYPLA2 inhibitors, primary screen, counter-screen for PME1 inhibitor project, biochemical, fluorescence polarization, FP-Rh probe ABPP. recombinant LYPLA2. inhibition, % at 5.9 µM. 0.38% of 320,000 active. AID 2177, 2009;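 active = inhibition above the screen-wide mean plus 3 SD, limit set per campaign, cut at about 26% in these data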;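 also: 0% = LYPLA2 with DMSO and 100% = wells lacking LYPLA2 enzyme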
PREPL inh: PREPL enzyme inhibitors, primary screen, biochemical, fluorescence polarization; AID 2751, 2010; Prolyl endopeptidase-like (Homo sapiens), Q4J6C6; inhibition, % at 5.96 µM; recombinant PREPL, fluorescence polarization activity-based probe; 0.68% of 320,000 active; in the data active = inhibition above about 43%;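 also: 0% = enzyme with DMSO and 100% = wells lacking enzyme; many of its hits are not listed in these tables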
Target sequence (Q4J6C6 whole entry, looked up): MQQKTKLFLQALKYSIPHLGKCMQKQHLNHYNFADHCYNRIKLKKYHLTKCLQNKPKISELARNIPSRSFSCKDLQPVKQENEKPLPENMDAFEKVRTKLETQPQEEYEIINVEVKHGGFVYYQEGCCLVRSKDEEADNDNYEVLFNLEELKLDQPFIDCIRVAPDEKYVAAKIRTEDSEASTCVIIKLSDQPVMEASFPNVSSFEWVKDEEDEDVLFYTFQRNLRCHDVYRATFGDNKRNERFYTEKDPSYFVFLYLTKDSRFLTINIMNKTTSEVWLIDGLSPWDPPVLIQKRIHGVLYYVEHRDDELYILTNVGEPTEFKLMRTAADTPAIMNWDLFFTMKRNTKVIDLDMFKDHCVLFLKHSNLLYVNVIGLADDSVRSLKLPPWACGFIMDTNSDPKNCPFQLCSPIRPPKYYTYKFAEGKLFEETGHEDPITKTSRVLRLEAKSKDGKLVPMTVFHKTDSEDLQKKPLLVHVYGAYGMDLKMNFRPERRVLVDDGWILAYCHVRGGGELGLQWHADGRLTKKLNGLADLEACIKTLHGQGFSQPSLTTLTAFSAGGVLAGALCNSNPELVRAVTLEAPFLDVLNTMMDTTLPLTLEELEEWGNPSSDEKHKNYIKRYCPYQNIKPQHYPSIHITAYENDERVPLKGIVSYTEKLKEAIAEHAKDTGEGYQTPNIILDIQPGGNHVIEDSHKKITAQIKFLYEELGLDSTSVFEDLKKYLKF
PAFAH2 FP inh: PAFAH2 enzyme inhibitors, primary screen, biochemical, fluorescence polarization, human; Platelet-activating factor acetylhydrolase 2, cytoplasmic (Homo sapiens), Q99487; recombinant PAFAH2, FP-rhodamine activity probe; inhibition, % at 3.39 µM; 0.99% of 340,000 active;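 active = inhibition above the mean over all tested compounds plus 3 SD, cut at about 30% in these data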;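 also: inhibitors block probe labeling of enzyme so polarization drops; 0% = enzyme with DMSO and 100% = wells lacking PAFAH2 protein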
PAFAH1B3 inh: PAFAH1B3 enzyme inhibitors, primary screen, biochemical, fluorescence polarization, human; recombinant PAFAH1B3, FP-rhodamine probe; inhibition, % at 3.39 µM; 0.28% of 340,000 active; AID 492972, 2010;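 active = inhibition above the screen-wide average of all tested compounds plus 3 SD, cut at about 25% in these data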;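 also: 0% = enzyme with DMSO only and 100% = wells lacking PAFAH1B3 protein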
ZTA counter: ZTA (EBV) inhibition in EBNA-1 counter-screen; ZTA-DNA binding, fluorescence polarization; inhibition, % at 11 µM; AID 2234; P03206; 0.15% of 320,000 active; in the data active = inhibition above about 33%
LYPLA1 counter: LYPLA1 inhibitors, primary screen, counter-screen for PME1 inhibitor project, biochemical, fluorescence polarization, FP-Rh probe ABPP | Acyl-protein thioesterase 1 (Homo sapiens), O75608 | recombinant LYPLA1 | inhibition, % at 5.9 µM | 0.16% of 320,000 active | AID 2174, 2009;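 active = inhibition above the mean of all tested compounds plus 3 SD, set per campaign, cut at about 14% in these data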;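 also: inhibitors block serine hydrolase probe labeling of LYPLA1 so polarization falls; 0% = enzyme with DMSO and 100% = wells lacking LYPLA1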
GSTO1 counter: inhibitors of recombinant GSTO1, primary screen, counter-screen for RBBP9 inhibitor project, biochemical, fluorescence polarization. activity-based probe fluorescence polarization. inhibition, % at 5.96 µM. 1.1% of 300,000 active. AID 1974, 2009;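 active = inhibition above the campaign mean inhibition plus 3 SD, cut at about 35% in these data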;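 also: 0% = GSTO1-1 with DMSO and 100% = wells lacking GSTO1-1 enzyme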
Target sequence (P78417 whole entry, looked up): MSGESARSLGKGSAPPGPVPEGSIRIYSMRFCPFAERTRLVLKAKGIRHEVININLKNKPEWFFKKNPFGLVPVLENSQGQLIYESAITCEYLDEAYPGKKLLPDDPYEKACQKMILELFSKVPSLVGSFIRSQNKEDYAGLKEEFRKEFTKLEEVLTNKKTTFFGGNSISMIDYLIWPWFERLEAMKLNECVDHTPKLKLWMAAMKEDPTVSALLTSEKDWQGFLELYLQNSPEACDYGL
PAD4 inh: human PAD4 inhibitors, primary screen, biochemical, fluorescence polarization, 1536-well format | inhibition, % at 6.36 µM | Protein-arginine deiminase type-4 (Homo sapiens), Q9UM07 | recombinant PAD4, RCA probe fluorescence polarization | 0.41% of 330,000 active;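 active = percent inhibition above a cutoff equal to the mean of all tested compounds plus 3 SD, cut at about 15% in these data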;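 also: 0% = PAD4 with RCA probe and DMSO and 100% = probe without PAD4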
EBNA-1 inhibitor: EBNA-1 DNA-binding inhibitors, primary screen, biochemical, fluorescence polarization. inhibition, % at 14.8 µM. 0.34% of 300,000 active; in the data active = inhibition above about 28%
Numbers without * were called inactive; x = not tested or not shown. This is a subset, so the mix of outcomes need not match the whole.

1	O=C(CSc1nc2ccccc2s1)N/N=C/c1ccco1
2	O=Cc1cn(-c2ccccc2)nc1-c1ccncc1
3	O=c1oc2ccc(C#CC3(O)CCCCC3)cc2cc1-n1cc(-c2ccccn2)nn1
4	Cc1[nH]c2ccccc2c1C(=O)CSCC(=O)O
5	CC(C)(C)OC(=O)C[C@H]1C/C=C\C[C@@H](CC(=O)NCCO)C(=O)NC[C@@H](c2ccccc2)OC1=O
6	O=C(NNC(=O)c1cccs1)c1ccco1
Assay by compound	1	2	3	4	5	6
LYPLA2 inh	1	5	x	0	x	0
PREPL inh	-1	-6	12	-1	2	-2
PAFAH2 FP inh	2	7	3	5	1	1
PAFAH1B3 inh	3	8	2	6	12	0
ZTA counter	2	3	x	13	x	-11
LYPLA1 counter	1	-1	x	-3	x	-1
GSTO1 counter	2	2	x	9	x	5
PAD4 inh	-4	3	-4	1	5	-2
EBNA-1 inhibitor	5	14	x	8	x	-7

Two of the compounds above, with two lines to a compound:
Fields: LYPLA2 inh | PREPL inh | PAFAH2 FP inh | PAFAH1B3 inh | ZTA counter | LYPLA1 counter | GSTO1 counter | PAD4 inh | EBNA-1 inhibitor
5) CC(C)(C)OC(=O)C[C@H]1C/C=C\C[C@@H](CC(=O)NCCO)C(=O)NC[C@@H](c2ccccc2)OC1=O
    x | 2 | 1 | 12 | x | x | x | 5 | x
6) O=C(NNC(=O)c1cccs1)c1ccco1
    0 | -2 | 1 | 0 | -11 | -1 | 5 | -2 | -7

The list continues:
7	COc1ccc(C(=O)NC23CC4CC(CC(C4)C2)C3)cc1OC
8	CCc1sc(NC(=O)COC)nc1-c1ccccc1
9	C[C@@H](O)[C@H]1C(=O)N2C(C(=O)O)=C(S[C@@H]3CN[C@H](C(=O)N(C)C)C3)[C@H](C)[C@H]12
10	O=C1NC(=Nc2ccccc2)S/C1=C\c1cccnc1
11	O=C(Nc1cccc(S(=O)(=O)NC2=NCCC2)c1)c1cc(Cl)ccc1[N+](=O)[O-]
12	COc1ccccc1CCN1CCCC(CN(C)C(=O)c2ccco2)C1 (stereo unspecified)
Assay by compound	7	8	9	10	11	12
LYPLA2 inh	7	-1	-5	-3	0	6
PREPL inh	12	1	2	2	0	15
PAFAH2 FP inh	4	4	x	10	-5	2
PAFAH1B3 inh	-6	-6	x	9	3	5
ZTA counter	-16	0	10	1	3	19
LYPLA1 counter	3	0	0	-1	3	-3
GSTO1 counter	-8	-2	4	-21	-1	5
PAD4 inh	2	4	2	-6	-1	3
EBNA-1 inhibitor	4	1	7	-2	-13	4

13	Cc1ccc(S(=O)(=O)N2CCCC(CCC(=O)NCc3ccccc3F)C2)s1 (stereo unspecified)
14	O=S(=O)(Nc1cccc(-n2cnnn2)c1)c1cc(Cl)ccc1Cl
15	CCN(CC)S(=O)(=O)c1ccc(Oc2ccccc2)c(N)c1
16	CCCNC(=O)CNC(=S)N(Cc1ccccc1F)C1CCCCC1
17	O=C1CSc2ccc(C(=O)NCc3ccccn3)cc2N1
18	O=C(Nc1nc2ccccc2[nH]1)c1cc(F)cc(F)c1
Assay by compound	13	14	15	16	17	18
LYPLA2 inh	11	-4	12	4	x	2
PREPL inh	-2	18	7	-5	4	-2
PAFAH2 FP inh	6	2	-1	2	-1	8
PAFAH1B3 inh	2	2	8	0	1	6
ZTA counter	0	8	12	-1	x	5
LYPLA1 counter	0	0	5	-2	x	1
GSTO1 counter	7	-7	15	3	x	-5
PAD4 inh	-5	1	-1	2	0	3
EBNA-1 inhibitor	2	-10	17	3	x	4

Brought forward from above: four compounds, followed by the next part.
15	CCN(CC)S(=O)(=O)c1ccc(Oc2ccccc2)c(N)c1
16	CCCNC(=O)CNC(=S)N(Cc1ccccc1F)C1CCCCC1
17	O=C1CSc2ccc(C(=O)NCc3ccccn3)cc2N1
18	O=C(Nc1nc2ccccc2[nH]1)c1cc(F)cc(F)c1
19	CN1CCN(C(=O)CSc2ccc(Cl)cc2)CC1
20	COc1cccc(-c2n[nH]c(=S)n2Cc2ccco2)c1OC
21	CC(=O)c1cccc(NC(=O)N2CCCC2C(=O)Nc2cc(C)ccc2C)c1 (stereo unspecified)
22	O=c1oc2ccccc2cc1C1=Nn2c(nnc2-c2cccnc2)SC1
23	Nc1n[nH]c(C2CCCCC2)n1
24	O=C(NCc1n[nH]c(=S)n1-c1ccc([N+](=O)[O-])cc1)c1ccc(S(=O)(=O)N2CCOCC2)cc1
Assay by compound	15	16	17	18	19	20	21	22	23	24
LYPLA2 inh	12	4	x	2	2	1	-4	-3	-8	2
PREPL inh	7	-5	4	-2	19	9	9	-2	-2	5
PAFAH2 FP inh	-1	2	-1	8	-3	12	5	3	1	7
PAFAH1B3 inh	8	0	1	6	1	1	8	0	5	3
ZTA counter	12	-1	x	5	-22	-10	0	14	9	0
LYPLA1 counter	5	-2	x	1	1	-3	-6	0	0	-5
GSTO1 counter	15	3	x	-5	-1	6	1	9	2	3
PAD4 inh	-1	2	0	3	4	1	1	-4	3	0
EBNA-1 inhibitor	17	3	x	4	8	0	2	10	-8	2

25	O=C(O)c1cccc(-n2cccc2C=C2C(=O)c3ccccc3C2=O)c1
26	C=CCC[C@@H](Cc1ccc(F)cc1)C(=O)OC[C@@H](Cc1c[nH]c2ccccc12)NC(=O)[C@@H](CC=C)CC(=O)N(CCO)Cc1ccccc1
27	O=C(CSc1nc2ccccc2c(=O)n1-c1ccccc1)N1CCCc2ccccc21
28	O=C(c1ccco1)N1CCN(C(c2ccccc2)c2nnnn2Cc2cccs2)CC1 (stereo unspecified)
29	CC1=NN(C(=O)c2csc(C)c2)C(O)(C(F)(F)F)C1 (stereo unspecified)
30	O=C(Nc1cc(S(=O)(=O)N2CCCCCC2)ccc1OCC(F)(F)F)c1ccc(=O)[nH]c1
Assay by compound	25	26	27	28	29	30
LYPLA2 inh	1	x	-4	7	-3	1
PREPL inh	8	23	0	15	-5	11
PAFAH2 FP inh	13	4	3	8	-1	5
PAFAH1B3 inh	11	11	5	6	-5	14
ZTA counter	-5	x	10	-9	-13	-7
LYPLA1 counter	-2	x	-2	2	-3	-2
GSTO1 counter	12	x	2	-6	5	x
PAD4 inh	-3	-5	1	-2	0	-1
EBNA-1 inhibitor	-8	x	3	-3	-6	x

31	CCc1ccc(C(=O)NCc2cnn(C)c2)s1
32	O=C(C1CCCO1)N1CCN(C(=S)Nc2ccc(Br)cc2)CC1 (stereo unspecified)
33	O=C(c1ccc(S(=O)(=O)NCc2ccco2)cc1)N1CCN(Cc2ccccc2)CC1
34	Cc1cccc(NC(=O)CSc2nnc(-c3cnccn3)n2Cc2ccco2)c1
35	Cc1cccc(NS(=O)(=O)c2nnc(NC(=O)CC(C)C)s2)c1
36	Cc1nn(-c2ccccc2)c(Cl)c1C1C(C#N)=C(N)OC2=C1C(=O)CC(C)(C)C2 (stereo unspecified)
Assay by compound	31	32	33	34	35	36
LYPLA2 inh	-4	10	1	1	2	6
PREPL inh	8	-3	2	-11	-3	11
PAFAH2 FP inh	4	0	-2	-8	7	2
PAFAH1B3 inh	3	0	10	5	6	6
ZTA counter	21	13	4	24	-11	9
LYPLA1 counter	1	1	1	-1	2	3
GSTO1 counter	5	-1	-5	-8	-7	-5
PAD4 inh	-2	-1	-1	-7	-2	0
EBNA-1 inhibitor	-1	19	4	-1	-4	5

37	CC1(C)C=C(c2ccc(C(=O)O)s2)CC(C)(C)N1
38	COc1cc(CCC(O)CC(=O)CCc2ccccc2)ccc1O (stereo unspecified)
39	Cc1ccc(O)c(C(=O)c2cnc3onc(-c4ccc(F)cc4)c3c2)c1
40	C[C@@H](CN=[N+]=[N-])CN1CC[C@H](C(C)(C)C)CCC1=O
41	COc1ccccc1NC(=O)COC(=O)c1cc2ccccc2cc1O
42	CCCc1c(C)nn(C(=O)/C(C#N)=N/Nc2ccccc2[N+](=O)[O-])c1C
Assay by compound	37	38	39	40	41	42
LYPLA2 inh	-6	12	-10	-1	1	9
PREPL inh	-3	11	-1	6	12	-1
PAFAH2 FP inh	-3	-5	-5	3	0	-3
PAFAH1B3 inh	-2	1	-6	-1	1	0
ZTA counter	13	-5	4	5	3	-4
LYPLA1 counter	-2	4	-12	2	0	-3
GSTO1 counter	6	0	2	1	x	12
PAD4 inh	-2	4	4	0	-1	-4
EBNA-1 inhibitor	9	3	-10	5	x	-14

43	O=C1C=C(NCc2ccccc2)C2(CCCCC2)O1
44	CC1=NN(c2ccccc2)C(=O)C1(C)[N+](=O)[O-] (stereo unspecified)
45	COc1ccc(-c2oc(=O)c3cc(OC)c(OC)cc3c2/C=C/c2ccc(OC(C)=O)cc2)cc1
46	O=c1c2ccccc2ncn1Cc1ccc(Cl)cc1
47	COc1ccc(NS(=O)(=O)c2cc(NC(=O)c3ccc(=O)[nH]c3)ccc2C)cc1
48	CC1=Nc2cc(C(=O)NCC3CCCO3)ccc2Sc2ccc(C)cc21 (stereo unspecified)
Assay by compound	43	44	45	46	47	48
LYPLA2 inh	0	-7	x	11	-6	-10
PREPL inh	-2	6	27	10	0	-4
PAFAH2 FP inh	2	0	5	-2	-3	10
PAFAH1B3 inh	14	8	9	-2	-2	7
ZTA counter	16	-7	x	-16	-8	-1
LYPLA1 counter	-5	-2	x	0	-7	-6
GSTO1 counter	-3	2	x	-1	x	-4
PAD4 inh	-2	-4	2	2	0	6
EBNA-1 inhibitor	9	-7	x	6	x	-8

49	CC(C)(C)n1nc(Cc2cccc3ccccc23)c2c(N)ncnc21
50	Cn1c(CN2CCOCC2)nnc1SCC(=O)Nc1nccs1
51	Cc1ccc(Cl)cc1NC(=O)c1ccc(CSc2nnnn2C)cc1
52	O=C(N/N=C/c1ccc(OC(=O)c2ccccc2Br)cc1)c1ccccn1
53	Cc1ccccc1N1CCN(C2CCCN(C(=O)CCn3cnnn3)C2)CC1 (stereo unspecified)
54	COc1cc(Cl)cc(/C=C/c2ccc3ccccc3n2)c1OC(C)=O
55	Cc1ccc(-c2nnn(CC(=O)NCCc3ccc4c(c3)OCO4)n2)o1
Assay by compound	49	50	51	52	53	54	55
LYPLA2 inh	-9	1	7	2	3	-15	1
PREPL inh	-7	8	5	2	10	8	-1
PAFAH2 FP inh	-1	5	0	4	-2	-2	4
PAFAH1B3 inh	6	-4	1	13	3	6	13
ZTA counter	11	-8	0	8	6	-9	-6
LYPLA1 counter	-2	-1	2	-2	2	-8	-1
GSTO1 counter	2	4	8	-1	-1	-5	3
PAD4 inh	0	-4	-3	2	3	-4	2
EBNA-1 inhibitor	-4	2	-4	17	7	-8	3
